# Assay outcomes from PubChem.
# aSyn rescue – qHTS of alpha-syn Inhibitors. Yeast expressing alpha-synuclein, growth rescue, BacTiter-Glo, 24 h. Potency, µM (titrated, usually from 46.1 µM), for the others: top-dose growth rescue (activation), actives largely listed as activators. 370,000 compounds, 0.14% hits; note: potency is the fitted concentration of half-maximal effect; % of control where 0% means no effect; nearly all actives have a fitted effect of over 65% in size
#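 Screening used galactose-induced yeast with toxic alpha-synuclein levels, exposed to compound for 24 hr at 30 deg C. Cell growth, read with BacTiter-Glo luminescence, gave the measured signal.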
# PI5P4K alpha inh – qHTS for Inhibitors of phosphatidylinositol 5-phosphate 4-kinase (PI5P4K). max response, %. PI5P4Kalpha enzyme, ADP-Glo luminescence, 60 min; active compounds read low. 330,000 compounds, 1.2% hits. AID 652105, 2013; active = max response of -50% or lower; inconclusive = between -30% and -50%; inactive = -30% or higher; note: value at the top dose of about 77 µM; % is set by controls: 0 for no effect and ±100 for the full control effect
# Target sequence (P48426 whole entry, looked up): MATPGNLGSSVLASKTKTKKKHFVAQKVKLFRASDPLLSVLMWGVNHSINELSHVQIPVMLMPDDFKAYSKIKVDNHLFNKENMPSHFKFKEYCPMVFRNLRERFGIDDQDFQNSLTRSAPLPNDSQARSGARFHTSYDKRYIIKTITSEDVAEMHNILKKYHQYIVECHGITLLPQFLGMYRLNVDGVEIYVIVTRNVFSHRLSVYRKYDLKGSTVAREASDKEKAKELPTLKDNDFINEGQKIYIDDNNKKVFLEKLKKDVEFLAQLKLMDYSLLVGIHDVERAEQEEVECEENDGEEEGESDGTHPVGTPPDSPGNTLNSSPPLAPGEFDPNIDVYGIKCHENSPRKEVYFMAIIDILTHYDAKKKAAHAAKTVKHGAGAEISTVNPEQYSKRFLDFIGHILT
#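 Controls without substrate or without enzyme flank wells where PI5P4Kalpha converts substrate using 5 microM ATP (final). Incubation lasts 60 minutes at room temperature; ADP formed is read by ADP-Glo luminescence.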
# EPAC1 antag – qHTS for Antagonist of cAMP-regulated guanine nucleotide exchange factor 3 (EPAC1): primary screen; EPAC1 GEF assay, Rap1b-BODIPY-GDP exchange fluorescence; Potency, µM (doses to about 115 µM), for the others: at the top dose activity change, negative = inhibition, usual class: inhibitors; Rap guanine nucleotide exchange factor 3 (Homo sapiens), O95398; 360,000 compounds, 0.14% hits;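 note: potency is the fitted concentration of half-maximal effect; plate controls were vehicle for no effect and positive control for full effect; nearly all actives have a fitted effect of over 50% in size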
# Abeta yeast res – qHTS for compounds that reverse cellular toxicity of Amyloid beta (A-beta) peptide in yeast: Primary Screen; 410,000 compounds, 0.063% hits; yeast expressing A-beta42, growth rescue, OD600, 48 h; response scale: 0% DMSO, 100% iron-clioquinol control; Potency, µM (top dose mostly 46.1 µM), for the others: at the top dose growth rescue, usual class: activators; note: potency is the fitted concentration of half-maximal effect; nearly all actives have a fitted effect of over 55% in size
#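 Growth rescue measured by 600 nm absorbance after 48 h yeast culture at 30 C with compound. Values normalized between DMSO and an equimolar ferric chloride plus clioquinol control.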
# IL-2 act – qHTS of IL-2 Activators; 360,000 compounds, 0.065% hits; AID 652025, 2013; IL-2 activation reporter assay, cell-based qHTS; stimulated with anti-CD3/CD4/CD28 beads; in transgenic mouse T cells; activation, % (series mostly up to about 46 µM); in the data active = activation above about 50%; inconclusive = mostly about 30% to 49%; note: 0% is about no effect
#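 Unstimulated transgenic mouse T cells; 60-min compound exposure; bead-based TCR/CD4/CD28 stimulation; 18 h culture, 37 degrees C; dual fluorescence (EGFP, DsRed) plate cytometry.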
# WRN inhibitor – qHTS for Inhibitors of WRN Helicase | Bifunctional 3'-5' exonuclease/ATP-dependent helicase WRN (Homo sapiens), Q14191 | WRN helicase unwinding, fluorescent forked duplex, kinetic | Potency, µM (series often up to 114 µM), for inactives: top-dose activity change, negative = inhibition, usual class: inhibitors | 360,000 compounds, 0.46% hits; note: potency is the fitted concentration of half-maximal effect; % is set by controls: 0 for no effect and ±100 for the full control effect; nearly all actives have a fitted effect of over 55% in size
#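 Kinetic red-fluorescence monitoring (525/598 nm) tracks WRN helicase activity after 100 nM fluorophore-quencher forked duplex and 2 mM ATP are added to 20 nM enzyme pretreated 15 min at room temperature with compound.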
# EPAC1 ag – qHTS for Agonist of cAMP-regulated guanine nucleotide exchange factor 3 (EPAC1): primary screen; Potency, µM (doses to about 154 µM), for the others: at the top dose activation, usual class: activators; EPAC1 agonist qHTS, biochemical assay; response scale: 100% = response to 6.5 mM cAMP; 360,000 compounds, 0.073% hits; Rap guanine nucleotide exchange factor 3 (Homo sapiens), O95398; AID 720707, 2013; note: potency is the fitted concentration of half-maximal effect; nearly all actives have a fitted effect of over 60% in size
#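 Read-out is the fluorescence drop as BODIPY-GDP leaves Rap1B (480 nm excitation, 540 nm emission), recorded every 5 minutes over 30 minutes. Reactions held 100 nM EPAC1, 250 nM Rap1B–BODIPY-GDP and 50 uM GDP, with 6.5 mM cAMP setting full activation.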
# FUS yeast rescue – qHTS for Suppressors of FUS Proteinopathy: Primary screen using FUS-linked yeast assay. AID 1347120, 2019. Potency, µM (titrated, usually from 76.6 µM), for the others: at the highest dose growth rescue (activation), usual class: activators. 390,000 compounds, 0.24% hits. S. cerevisiae FUS-expressing, growth rescue, OD600, 24 h;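 note: potency is the fitted concentration of half-maximal effect; plate controls were DMSO vehicle for no effect and reference control for full effect; nearly all actives have a fitted effect of over 55% in size; some results filed as inactive show a strong effect at the top dose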
#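 Cultures pregrown in 2.5% raffinose medium are shifted to minimal medium containing 2% galactose to express toxic FUS. Compounds are tested at several concentrations. After 24hr at 30C, growth is quantified at 600 nm absorbance.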
# PLK1 PBD inh – qHTS for Inhibitors of PLK1-PDB (polo-like kinase 1 - polo-box domain): Primary Screen; Serine/threonine-protein kinase PLK1 (Homo sapiens), P53350; Plk1 PBD binding of FITC phosphopeptide, fluorescence polarization; Potency, µM, for inactives: max response, negative = inhibition, most hits filed as inhibitors; 360,000 compounds, 2.8% hits; AID 720504, 2013; note: potency is the fitted concentration of half-maximal effect; series mostly up to about 57 µM; % is set by controls: 0 for no effect and ±100 for the full control effect; nearly all actives have a fitted effect of over 65% in size
# Target sequence (P53350 whole entry, looked up, the tested form may be a part): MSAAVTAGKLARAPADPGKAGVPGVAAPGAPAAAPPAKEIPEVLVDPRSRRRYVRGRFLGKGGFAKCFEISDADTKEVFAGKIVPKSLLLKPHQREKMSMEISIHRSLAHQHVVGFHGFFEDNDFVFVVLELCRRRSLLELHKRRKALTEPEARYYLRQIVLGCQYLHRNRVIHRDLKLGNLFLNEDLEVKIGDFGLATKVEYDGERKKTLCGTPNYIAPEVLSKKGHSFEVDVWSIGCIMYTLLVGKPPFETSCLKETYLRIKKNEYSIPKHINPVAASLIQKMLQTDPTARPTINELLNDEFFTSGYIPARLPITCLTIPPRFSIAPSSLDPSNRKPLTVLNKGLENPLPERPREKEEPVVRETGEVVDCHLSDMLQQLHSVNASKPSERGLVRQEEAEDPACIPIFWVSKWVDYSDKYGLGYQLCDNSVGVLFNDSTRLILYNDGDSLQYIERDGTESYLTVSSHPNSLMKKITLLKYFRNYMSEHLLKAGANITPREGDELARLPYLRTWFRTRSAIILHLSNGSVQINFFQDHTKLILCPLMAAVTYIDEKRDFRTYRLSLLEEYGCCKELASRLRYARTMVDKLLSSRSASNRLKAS
# Starred values were filed as active, the others as inactive; ? = inconclusive; . = not tested or not shown; [ ] = remark or other dose. Unless noted, calls come from the whole dose curve; as a rule, active = well fitted curve in the direction sought with a large enough effect; inconclusive = small, poorly fitted or top-dose-only effect, or another doubt; inactive = no such curve, though single readings can be large; an effect the other way counts as inactive or inconclusive.
# Order of results – aSyn rescue, PI5P4K alpha inh, EPAC1 antag, Abeta yeast res, IL-2 act, WRN inhibitor, EPAC1 ag, FUS yeast rescue, PLK1 PBD inh
Cc1ccc(NC(=O)/C(=C/C=C/c2ccccc2)NC(=O)c2ccccc2)cc1
    -0.9%, 9.3, 3.9%, 0.9%, 0.0, 0.8%, -1.6%, ., 5.5%
Cc1ccccc1OCC(=O)Nc1ccccc1N1CCCCC1
    1.4%, ., -0.2%, 7.6%, -2.9, -6.4%, 7.7%, 28.1%, 0.2%
CC(=O)N1CCN(c2nc(C)nc3sc4c(c23)CCC(C)C4)CC1 (stereo not drawn)
    9.6%, -1.5, -10.1%, 13.2%, -3.4, 11.5%, 9.5%, 23.7%, -13.4%
O=C(O)/C=C/C(=O)NNC(=O)c1cccc(Br)c1
    -4.2%, -14.3, 10.8%, 0.0%, -0.3, 9.2%, -1.6%, ., -3.0%
O=C(NCCc1nc2ccc(Cl)cc2[nH]1)C1CCC(=O)N(Cc2cccc(F)c2)C1 (stereo not drawn)
    -1.1%, 0.1, 6.3%, 12.6%, 0.7, 8.2%, -8.1%, 8.0%, 4.0%
CC(NC(=O)COC(=O)c1ccc(OCC2CCCO2)cc1)c1ccccc1Cl (stereo not drawn)
    -0.9%, -4.9, -12.1%, 12.7%, 1.0, -3.7%, 11.7%, 33.5%, -11.5%
O=[N+]([O-])c1cccc(/C=N/N2CCN(Cc3ccc(Cl)cc3)CC2)c1
    12.2%, 18.6, -1.6%, 1.5%, 0.7, -5.1%, 5.6%, 8.3%, -1.8%
O=C1CCC2c3ccc4ccccc4c3CCN12 (stereo not drawn)
    -0.6%, ., 5.6%, 7.8%, -0.6, -13.0%, -1.9%, 42.5%, -11.5%
Cc1ccc2c(c1)sc(C)[n+]2CCCS(=O)(=O)[O-]
    -0.9%, -2.5, -2.1%, 11.4%, -2.2, -4.9%, 0.8%, 6.8%, -28.7%
CCCc1nc2sc3c(c2c(=O)n1NC(=O)CCC(=O)O)CCCC3
    -0.3%, ., 5.1%, -13.0%, 0.7, -0.4%, -1.3%, 15.9%, -8.7%
CCc1ccc[n+](-c2[nH]c(=O)sc2/C=N/N=C(\N)[O-])c1
    3.4%, -2.8, -3.1%, 3.6%, -0.2, 8.2%, 3.4%, 7.1%, 2.5%
Cc1nc2cc(C(=O)O)ccc2s1
    -0.2%, ., -4.1%, 9.5%, -3.9, 2.3%, 0.7%, 15.4%, -10.3%
O=C(c1cc(-c2ccncc2)nc2ccccc12)N1CCN(c2ccccc2O)CC1
    -19.6%, -15.7, 7.7%, -21.1%, 0.4, -1.6%, 9.3%, 17.8µM*, -8.5%
CC(C)(C)n1cnnc1Sc1ncccc1[N+](=O)[O-]
    4.8%, -5.6, 5.0%, 9.7%, 0.0, 7.8%, 0.9%, -8.7%, 4.3%
COc1ccc(N=C2C(=S)N(c3ccc(OC)cc3)C(=NS(=O)(=O)c3ccccc3)N2c2ccccc2)cc1
    -21.2%, ?, 2.1%, -8.9%, -1.4, -10.3%, -0.7%, ., 2.99µM*
N#Cc1c(N2CCCC(O)C2)nc(N)c2c(N)nc3c(c12)CC(=O)N3C12CC3CC(CC(C3)C1)C2 (stereo not drawn)
    -2.3%, ., -2.0%, 2.4%, -0.7, -6.5%, 17.4%, ?, -11.1%
Cc1cc(OC(=O)c2ccc(S(=O)(=O)N(C)C)cc2)c([N+](=O)[O-])c(=O)[nH]1
    1.0%, -12.1, -11.5%, -0.4%, 0.0, -1.3%, 6.0%, -15.9%, -2.8%
O=C(Nc1nccs1)c1ccc(S(=O)(=O)NCc2cccs2)cc1
    3.7%, ., -0.6%, -4.9%, 1.0, -8.0%, 3.5%, 4.7%, -7.1%
CCOc1ccc(NC(=S)NCCN2CCN(Cc3ccccc3)CC2)cc1
    -9.4%, -5.2, 19.3%, -9.7%, -3.6, 4.9%, 4.3%, -21.9%, 0.6%
COC(=O)C(CCSC)NC(=O)c1cn(-c2ccc(OC)cc2)c(=O)c2ccccc12 (stereo not drawn)
    2.6%, 2.1, -18.7%, 12.2%, -2.8, -5.0%[57.1 µM], 8.0%, 2.9%, -11.4%
CC(C)C[C@@H](CNCC(=O)[C@H](CC(C)C)NC(=O)c1[nH]cnc1C(=O)N[C@@H](C)CN)NC(=O)c1nc[nH]c1C(=O)N[C@@H](CC(C)C)C(=O)O
    4.6%, ?, -19.3%, 3.8%, 0.6, 4.2%, -15.9%, 36.9%, 26.7µM*
O=C(CCc1ccccc1)Nc1cc2c(cc1Cl)OCCO2
    -1.9%, -7.7, -5.0%, 1.4%, -1.0, 5.8%, -1.2%, ., -7.1%
COc1ccc(-c2cc(C(=O)N3CC(C)CC(C)C3)c3ccccc3n2)cc1 (stereo not drawn)
    -4.2%, 0.7, -15.1%, -8.7%, -1.1, -5.4%, ?, 33.2%, 2.9%
Cc1ccc(NC(=O)C2c3ccccc3Oc3ccccc32)nc1
    4.2%, -1.9, -10.3%, 0.9%, 1.1, 2.3%, 3.4%, -4.2%, -4.2%
O=C(O)c1c(Cl)c(Cl)c(Cl)c(Cl)c1C(=O)N1CCCCCC1
    -0.5%, 1.7, -9.0%, -9.3%, -0.3, -16.1%, 7.0%, 0.8%, -17.0%
CC(C)C[C@H]1CN(CCCC[C@@H]2CNC(=O)C(=O)N2CC2CCCCC2)C(=O)C(=O)N1CC1CCCCC1
    1.5%, -0.2, -8.5%, -5.8%, -0.4, -1.3%, 2.9%, 29.6%, -4.3%
Cc1cccc(N2CCN(C(=O)c3cccc(NC4=NC5CS(=O)(=O)CC5S4)c3)CC2)c1C (stereo not drawn)
    -4.2%, 4.2, 6.5%, -4.5%, -0.8, 3.0%, 5.1%, 32.6%, -0.5%
O=S(=O)(Cc1ccc(Cl)cc1)Nc1ccc2c(c1)OCO2
    ?, ., -3.8%, -58.4%[inhibitor], -1.7, -16.9%, 8.5%, 11.4%, -1.6%
O=C(Nc1ccc(C(=O)O)cc1)/C(=C\c1ccco1)NC(=O)c1ccco1
    -0.5%, 0.0, 12.7%, 8.1%, 0.7, -5.4%, 12.6%, 26.4%, -13.8%
COc1ccc(/C(O)=C2\C(=O)C(=O)N(CCN3CCOCC3)C2c2ccccc2OC)cc1 (stereo not drawn)
    -2.5%, 8.1, -8.1%, 4.2%, -3.7, -3.4%, 6.1%, ., -3.8%
CCN(CC)C(=O)[C@H]1CC(CC(=O)NCCc2ccccn2)C(=O)N2CCc3c([nH]c4ccc(OC)cc34)[C@]12C (stereo partly drawn)
    0.2%, -2.4, 13.9%, -3.4%, -0.6, 2.1%, -10.5%, -3.8%, -21.7%
CCOC(=O)c1cc2sccc2n1Cc1ccc(C#N)cc1
    0.8%, ., 4.7%, -4.6%, -1.2, -12.0%, 11.6%, 16.3%, -2.3%
Cc1c(C)c(C)c(CO/N=C/c2cccs2)c(C)c1C
    4.8%, 0.6, -6.3%, 30.2%, -0.3, -29.8%, 6.3%, -4.0%, -11.2%
CC1Cc2ccccc2N1C(=O)COC(=O)c1ccc(Cl)c(S(=O)(=O)N2CCOCC2)c1 (stereo not drawn)
    9.5%, -20.1, -13.2%, 7.4%, 0.5, -12.4%, 6.0%, 11.1%, -0.8%
O=C(NCCN1CCOCC1)Nc1ccc(Cl)cc1Cl
    -9.6%, ., 3.2%, 10.3%, -0.7, -7.8%, -0.4%, 5.7%, -2.2%
COc1ccc(NC(=O)c2ccncc2)cc1S(=O)(=O)N1CCCCC1
    0.1%, 2.8, -12.2%, 0.0%, 0.9, 4.6%, -5.8%, -7.6%, 5.0%
CCN(CC)c1ccc(Nc2cc3n(c(=O)n2)CCc2cc(OC)c(OC)cc2-3)cc1
    -6.6%, -7.1, -24.0%, -13.0%, -0.6, -17.4%, -7.0%, 31.9%, -11.0%
CC(C)CC(=O)Nc1c2c(nn1-c1ccc(F)cc1)CS(=O)C2 (stereo not drawn)
    0.3%, -1.6, 7.9%, 0.8%, -2.9, 2.3%, 9.7%, 11.5%, -5.7%
O=C(CSc1nc(=O)n(CCN2CCOCC2)c2c1CCCC2)Nc1ccc(F)cc1F
    1.1%, 0.2, -8.1%, 10.7%, 0.0, 1.6%, -1.6%, 10.9%, -1.7%
COc1ccc(NC(=O)c2ccco2)cc1S(=O)(=O)N1CCCCC1
    -0.9%, -7.8, -19.5%, -6.1%, -4.3, -33.8%, 6.4%, 21.2%, -9.0%
Cc1cccc2c1N(CCCOc1ccc(C(C)(C)C)cc1)C(=O)C2=O
    -3.5%, -7.1, -28.3%, 5.4%, -3.3, -16.8%, -23.6%, -1.8%, ?
O=C1N=C(N2CCCC2C(=O)O)S/C1=C\c1ccco1 (stereo not drawn)
    4.8%, ?, -14.3%, -4.9%, -0.1, -20.8%[57.1 µM], -3.1%, 8.2%, 3.36µM*
CCCCOCCCNCC(=O)Nc1ccc(S(N)(=O)=O)cc1
    4.1%, 10.9, -24.1%, -6.7%, -0.2, 4.5%, 4.8%, 10.1%, -3.0%
CC(C)(C)C1CCc2nc(NC(=O)Cc3cn4ccsc4n3)sc2C1 (stereo not drawn)
    9.0%, 1.1, -14.4%, -47.5%[inhibitor], 0.0, -8.6%, 14.8%, ?, -4.2%

# Taken from above:
# CC1Cc2ccccc2N1C(=O)COC(=O)c1ccc(Cl)c(S(=O)(=O)N2CCOCC2)c1 (stereo not drawn) in Abeta yeast res reads 7.4%
# O=C(NCCN1CCOCC1)Nc1ccc(Cl)cc1Cl in EPAC1 antag reads 3.2%
